Source: PubChem BioAssay
PhoP GFP inhibition: PhoP regulon inhibitors, Salmonella typhi PhoP promoter GFP reporter, confirmatory (AID 1850); Salmonella Typhi PhoP-promoter GFP reporter, fluorescence, 4 h; higher % means a stronger effect; inhibition, % at 50 µM, or IC50 in µM where a hit was titrated; actives 0.33% (n = 310,000); in the data active = a potency from the dose series; inconclusive = inhibition mostly from about 25% at the one dose, without a potency; inactive = the rest, 99 in 100 with inhibition below about 19%;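 note: 0% = induced wells with vehicle and 100% = uninduced wells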
influenza NS1A: H1N1 influenza NS1A inhibitors, functional cell based assay (AID 504329). NS1A functional cell-based assay, percent inhibition; higher % means a stronger effect. inhibition, % at 12.5 µM; hits with a dose series show IC50 in µM. actives 0.3% (n = 340,000); in the data active = a potency from the dose series; inconclusive = inhibition above about 27% without an active follow-up result; note: strong numbers were not always called active
H37Rv inhibition: M. tuberculosis growth inhibition, HTS (AID 449762); M. tuberculosis H37Rv growth inhibition, 7H9 media; higher % means a stronger effect; inhibition, % at 25 µM; hits with a dose series show IC50 in µM; actives 0.59% (n = 330,000); in the data active = a potency from the dose series; inconclusive = inhibition above about 70% without an active follow-up result;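 note: bacterial growth assessed after seven days of incubation; strong numbers were not always called active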
M. tuberculosis: growth inhibition of non-replicating M. tuberculosis (AID 488890) | Mycobacterium tuberculosis non-replicating, growth inhibition; higher % means a stronger effect | inhibition, % at 25 µM, or IC50 in µM where a hit was titrated | actives 0.39% (n = 320,000); in the data active = a potency from the dose series; inconclusive = inhibition mostly from about 82% at the one dose, without a potency; inactive = the rest, 99 in 100 with inhibition below about 76%;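 note: plate controls were DMSO cells for no effect and high antibiotic wells for full effect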
inhibitors of VEEV: inhibitors of VEEV TC-83 cytopathic effect, confirmation, Vero cells (AID 588727). inhibition, % at 20 µM; hits with a dose series show IC50 in µM. Vero cells, VEEV TC-83 cytopathic effect inhibition; higher % means a stronger effect. actives 0.13% (n = 350,000); in the data active = a potency from the dose series; inconclusive = inhibition mostly from about 14% at the one dose, without a potency; inactive = the rest, 99 in 100 with inhibition below about 12%; note: strong numbers were not always called active
inhibitors of VEEV 10K pilot screen: recorded beside inhibitors of VEEV, whose call it bears; inhibition, %; measured here: 10K pilot screen inhibition
* marks the source's active call; other numbers are inactive results; i = inactive; ? = inconclusive; nt = not tested or not shown.

SMILES | PhoP GFP inhibition | influenza NS1A | H37Rv inhibition | M. tuberculosis | inhibitors of VEEV | others
COc1ccc(CC(=O)OCCc2cc3cc(OC)c(OC)cc3c(=O)o2)cc1 | nt | 9% | 4% | 19% | i
O=C(NCc1ccccc1Cl)C(=O)c1cn(CC(=O)N2CCOCC2)c2ccccc12 | 0% | -11% | 5% | -7% | 1.8%
O=C(Nc1ccc(F)cc1F)N1CCCCC1c1cccnc1 (configuration not stated) | 8% | 2% | -2% | -2% | 0.9%
COc1ccc(Oc2c(C)oc3c(CN4CCOCC4)c(O)ccc3c2=O)cc1 | -2% | -4% | -5% | -10% | 0.6%
CSCCC(=O)N1CCCC(CO)(CCCc2ccccc2)C1 (configuration not stated) | -8% | -9% | -7% | 34% | i
COc1cccc([C@@H]2Oc3ccc(OC)cc3C(=O)[C@H]2OC(=O)Nc2cc(OC)c(OC)c(OC)c2)c1 | -11% | nt | 18% | -1% | nt
CCCCCn1c(=O)[nH]c2cc(C(=O)Nc3ccc(OC)cc3)ccc2c1=O | 7% | 5% | -2% | 6% | 1.4%
Cc1cc(Cl)ccc1OCC(=O)NCCCCc1ccccc1 | -7% | -5% | -1% | 50% | i
COc1ccc(C)cc1-n1c(SCC(=O)Nc2cccc(C(=O)O)c2)nc2ccccc2c1=O | 12% | 0% | -8% | 6% | 1.7%
COc1ccc2c(c1)C(=NN)c1cc(OC)ccc1-2 | -7% | 19% | -4% | -3% | 10%
O=C(Cc1c(Cl)cccc1Cl)OCC(=O)N1CCN(C(=O)c2ccco2)CC1 | -9% | 6% | -2% | -3% | i
CSc1ccccc1Sc1cc(C(=O)O)c2ccccc2n1 | -3% | -10% | 3% | 9% | 0.2%
CCOC(=O)C1=CN(Cc2cccc(F)c2)S(=O)(=O)N(C)C1c1ccc2ccccc2c1 (configuration not stated) | nt | -11% | nt | nt | 1.6%
Cc1nc2ccccc2c(=O)n1-c1ccccc1C(F)(F)F | -3% | -12% | -5% | 5% | i
Cc1ccccc1N(CC(=O)NC1CCCCC1)C(=O)CCC(=O)Nc1nccs1 | 11% | 13% | 1% | 19% | 0.5%
O=C(NCc1ccco1)C(c1ccccc1F)N(CC1CCCO1)C(=O)Cn1nnc2ccccc21 (configuration not stated) | -5% | 4% | 2% | 3% | 1.9%
C=CCOc1ccccc1CNCCc1ccc(S(N)(=O)=O)cc1 | 2% | -4% | 2% | -13% | i
CSc1ncc(Cl)c(C(=O)Nc2ccccc2C)n1 | 10% | -11% | 3% | -7% | 0.2%
O=C(N/N=C/c1ccc(OC(=O)c2ccc3c(c2)OCO3)cc1)c1cncc(Br)c1 | -5% | 10% | 34% | 33% | 0.1% | inhibitors of VEEV 10K pilot screen=0.8
CCCc1cc(C(=O)NC(C)C2CCCO2)cs1 (configuration not stated) | 4% | 0% | 10% | 75% | 2.0%

3 compounds picked at random from those above, as already listed:
SMILES | PhoP GFP inhibition | influenza NS1A | H37Rv inhibition | M. tuberculosis | inhibitors of VEEV | others
O=C(NCc1ccco1)C(c1ccccc1F)N(CC1CCCO1)C(=O)Cn1nnc2ccccc21 (configuration not stated) | -5% | 4% | 2% | 3% | 1.9%
COc1ccc(Oc2c(C)oc3c(CN4CCOCC4)c(O)ccc3c2=O)cc1 | -2% | -4% | -5% | -10% | 0.6%
Cc1ccccc1N(CC(=O)NC1CCCCC1)C(=O)CCC(=O)Nc1nccs1 | 11% | 13% | 1% | 19% | 0.5%

14 structures from above, arranged by length of the SMILES, high to low.
SMILES | PhoP GFP inhibition | influenza NS1A | H37Rv inhibition | M. tuberculosis | inhibitors of VEEV | others
COc1cccc([C@@H]2Oc3ccc(OC)cc3C(=O)[C@H]2OC(=O)Nc2cc(OC)c(OC)c(OC)c2)c1 | -11% | nt | 18% | -1% | nt
O=C(NCc1ccco1)C(c1ccccc1F)N(CC1CCCO1)C(=O)Cn1nnc2ccccc21 (configuration not stated) | -5% | 4% | 2% | 3% | 1.9%
O=C(N/N=C/c1ccc(OC(=O)c2ccc3c(c2)OCO3)cc1)c1cncc(Br)c1 | -5% | 10% | 34% | 33% | 0.1% | inhibitors of VEEV 10K pilot screen=0.8
O=C(NCc1ccccc1Cl)C(=O)c1cn(CC(=O)N2CCOCC2)c2ccccc12 | 0% | -11% | 5% | -7% | 1.8%
O=C(Cc1c(Cl)cccc1Cl)OCC(=O)N1CCN(C(=O)c2ccco2)CC1 | -9% | 6% | -2% | -3% | i
CCCCCn1c(=O)[nH]c2cc(C(=O)Nc3ccc(OC)cc3)ccc2c1=O | 7% | 5% | -2% | 6% | 1.4%
COc1ccc(CC(=O)OCCc2cc3cc(OC)c(OC)cc3c(=O)o2)cc1 | nt | 9% | 4% | 19% | i
COc1ccc(Oc2c(C)oc3c(CN4CCOCC4)c(O)ccc3c2=O)cc1 | -2% | -4% | -5% | -10% | 0.6%
C=CCOc1ccccc1CNCCc1ccc(S(N)(=O)=O)cc1 | 2% | -4% | 2% | -13% | i
Cc1nc2ccccc2c(=O)n1-c1ccccc1C(F)(F)F | -3% | -12% | -5% | 5% | i
O=C(Nc1ccc(F)cc1F)N1CCCCC1c1cccnc1 (configuration not stated) | 8% | 2% | -2% | -2% | 0.9%
COc1ccc2c(c1)C(=NN)c1cc(OC)ccc1-2 | -7% | 19% | -4% | -3% | 10%
CSc1ncc(Cl)c(C(=O)Nc2ccccc2C)n1 | 10% | -11% | 3% | -7% | 0.2%
CCCc1cc(C(=O)NC(C)C2CCCO2)cs1 (configuration not stated) | 4% | 0% | 10% | 75% | 2.0%

Further structures follow.
SMILES | PhoP GFP inhibition | influenza NS1A | H37Rv inhibition | M. tuberculosis | inhibitors of VEEV | others
COC(=O)c1cc(C(=O)OC)cc(N2C(=O)CC(N3CCN(c4ccccc4)CC3)C2=O)c1 (configuration not stated) | -6% | 10% | nt | nt | i
Cc1nn(-c2ccc(F)cc2)c2sc(C(=O)OC3CCOC3=O)cc12 (configuration not stated) | 11% | -4% | 2% | -8% | 1.1%
COc1ccccc1CNc1cncnc1 | -1% | -7% | 2% | 13% | i
COCCN(C)Cc1cn(-c2ccc(F)cc2F)nc1-c1ccccc1C | -2% | 4% | -5% | 18% | i | inhibitors of VEEV 10K pilot screen=0.2
O=C(c1ccc(F)cc1)C1CCN(C(=S)Nc2ccccc2Cl)CC1 | -1% | 4% | -5% | -2% | i
CC(C)CC1NC(=O)N(CC(=O)N(C)C2CCCCC2)C1=O (configuration not stated) | nt | -13% | 2% | 10% | 2.0%
COCCN1C(=O)C(O)=C(C(C)=O)C1c1ccc(OC)c(OC)c1 (configuration not stated) | 20% | 7% | 2% | 12% | 0.4%
COCC(=O)N1CCC(Oc2ccc(C(=O)N(C)Cc3nccs3)cc2)CC1 | -6% | -8% | -10% | -3% | 1.4%
CSc1ncccc1C(=O)Nc1cccc(C)n1 | -4% | -3% | 11% | 4% | 7.4%
CON(c1nc(N(C)C)nc(N(C)C)n1)S(=O)(=O)c1ccccc1Cl | 9% | 9% | -1% | 9% | i
CC(NC(=O)C(C)N1CCN(S(=O)(=O)c2ccccc2)CC1)c1ccccc1 (configuration not stated) | nt | -7% | -4% | 26% | 1.7%
CC1Cc2ccccc2N1CC(=O)NC(=O)NCc1ccco1 (configuration not stated) | 4% | -1% | 4% | 41% | 2.1%
CC(=O)c1ccc(Oc2cc(-c3ccccc3)nc(-c3ccccc3)n2)cc1 | 11% | 0% | 9% | 37% | 1.9%
N#C/C(=C\C=C\c1ccccc1)C(=O)NCc1ccco1 | -11% | 5% | 3% | 40% | 6.1%
Cc1ccc(C(=O)c2cc([N+](=O)[O-])ccc2N2CCN(C)CC2)cc1 | 3% | 3% | -12% | 5% | 9.7%
O=c1nc2n(Cc3ccccc3)c3ccccc3cc-2c(=O)[nH]1 | -5% | nt | -3% | 10% | nt
Cc1cc(=O)oc2cc(OC(C)C(=O)Nc3ccc(N4CCCCC4)cc3)ccc12 (configuration not stated) | -4% | -5% | -5% | -20% | 1.7%
COc1cc(-c2noc(C)c2-c2ccc3[nH]ccc3c2)cc(OC)c1OC | 0% | -1% | 3% | 14% | 8.6% | inhibitors of VEEV 10K pilot screen=7.3
CCOC(=O)c1ccc(NC(=O)c2cc(S(=O)(=O)N3CCOCC3)ccc2O)cc1 | 2% | -3% | 7% | 10% | 0.7%
Cc1cccc(NC(=O)C2COc3ccccc3O2)n1 (configuration not stated) | 1% | -2% | 1% | 76% | 0.3%
Cc1c(NC(=O)c2ccc3c(c2)OCO3)cccc1-c1nc2ncccc2o1 | -16% | -6% | -9% | nt | 11%
C=CCn1c(C)cc(C(=O)CSc2nc3ccccc3c(=O)[nH]2)c1C | -7% | -2% | -6% | -11% | 10%
CCC(C)C(=O)Nc1nnc(SCC(=O)N2C(C)CCCC2C)s1 (configuration not stated) | 4% | 0% | -1% | 4% | 1.7%
CC(C)(C)S(=O)N1Cc2cc(=O)n(Cc3ccccc3)cc2[C@@H]1CCO (some centres not stated) | nt | -12% | nt | nt | 0.5%
CCOC(=O)c1cc(C(C)=O)n2ccccc12 | -3% | -8% | 2% | 5% | i
O=C(N/C(=C\c1ccc(F)cc1)C(=O)N1CCOCC1)c1ccccc1 | -1% | -2% | -6% | 2% | i
CC(Sc1nncn1C)C(=O)Nc1ccccc1-c1ccccc1 (configuration not stated) | -13% | 2% | 1% | 17% | 0.5%
CC1CCC2C(=O)N(c3cc(Cl)ccc3OC(=O)c3ccco3)C(=O)C2C1 (configuration not stated) | nt | 7% | nt | nt | 1.6%
O=C(Nc1ccc(F)c(Cl)c1)C1CC2CCC1C2 (configuration not stated) | 10% | -20% | 5% | 73% | 1.0%
NC(=O)CSc1nnc(CSc2ncccn2)n1-c1ccccc1 | -11% | 2% | 0% | 9% | 0.6%
CCOCCCNC(=O)CN1N=C(c2ccc(C)cc2)CCC1=O | -5% | 1% | -2% | -14% | i
O=[N+]([O-])c1ccc(/C=N/NC(=S)Nc2ccccc2F)o1 | -1% | 22% | 2% | -5% | i
CC1CCC(NC(=O)CN(C)S(=O)(=O)c2cnc[nH]2)CC1 (configuration not stated) | 2% | -4% | 1% | -2% | i
CCOc1cc(-c2sc(Nc3ccc(CC)cc3)n[n+]2-c2ccccc2)ccc1OC | -1% | 1% | ? | nt | 0.3%
Brc1ccc(-c2csc(N3CCCCCC3)n2)cc1 | -6% | -4% | 6% | 38% | 0.9%
CCOC(=O)c1c(NC(=O)C(Sc2ccccc2)c2ccccc2)sc(C(N)=O)c1C (configuration not stated) | 0% | -2% | 4% | 7% | 1.2%
COC(=O)C1CCN(C(c2cc(OC)c(OC)c(OC)c2)c2sc3nc(C)nn3c2O)CC1 (configuration not stated) | -3% | 2% | -2% | -22% | 6.4%
COc1ccc(NC(=O)COc2cccc(-n3cnnn3)c2)cc1 | 12% | -8% | 3% | -8% | 0.4%
CC(C)Cn1cnc2c(SCCc3ccccc3)nc(N)nc21 | nt | -18% | nt | nt | 4.1%
CC1CCN(Cc2c(C(=O)N/N=C/c3cc(Cl)ccc3O)nnn2-c2nonc2N)CC1 | 13% | 4% | 26% | 6% | 12%
CCCS(=O)(=O)N1CCCC(C(=O)NCCCN2CCN(c3ccccc3F)CC2)C1 (configuration not stated) | -1% | -21% | 1% | -19% | 0.1%
Cc1cc(NC(=O)COC(=O)c2ccc(S(=O)(=O)N3CCCC3)cc2)no1 | -12% | -6% | -1% | -13% | 0.1%
CCc1cccc(NC(=O)C2CCN(S(=O)(=O)c3ccc4[nH]c(=O)ccc4c3)CC2)c1 | 11% | -2% | 4% | 26% | 0.3% | inhibitors of VEEV 10K pilot screen=0.1
CC(=O)N1N=C(c2cccc([N+](=O)[O-])c2)OC1c1ccc(Cl)cc1Cl (configuration not stated) | 5% | 26% | -1% | 7% | 5.0%
O=C(NNC(=O)c1cc(-c2ccccc2)nc2ccccc12)c1csc(N2CCOCC2)n1 | -5% | 0% | ? | -18% | 12%
Cc1ccc(S(=O)(=O)N2CC(C)N(C(=O)N3CCOCC3)C2C)cc1 (configuration not stated) | 2% | 9% | -1% | 0% | 1.7%
COc1ccc(CCNC(=O)c2c(O)c3ccccc3[nH]c2=O)cc1OC | 6% | -21% | 9% | -5% | 2.3%
CC1=NN(C(N)=S)C(=O)C1N=Nc1cc(Cl)ccc1Cl (configuration not stated) | -1% | 19% | 4% | ? | 0.9%
CC(C)=CCc1c(O)cc2oc3c(CC=C(C)C)c(O)c(O)c(CC=C(C)C)c3c(=O)c2c1O | 2% | -5% | -2% | 6% | ?
Nc1ncn[nH]1 | -3% | 9% | -1% | 0% | 5.9%
O=C(Nc1ccc(F)cc1F)c1cccn(Cc2ccccc2)c1=O | -15% | -10% | 12% | 2% | 2.6%
